V-ATPase pHluor – yeast V-ATPase proton transport regulation by pHLuorin. S. cerevisiae, pHLuorin cytosolic pH fluorescence. AID 504577. response, % at 10 µM. 350,000 tested, 0.37% active; in the data active = response mostly above about 7.3%, no sharp cut-off; inactive = mostly below about 5.4%; also: actives read high; inactives centre near 0; some compounds called inactive have numbers as strong as hits; reference of the scale not given here
CAL PDZ FP – blocks peptide binding to the human CAL PDZ domain; Q9HD26; purified CAL PDZ, TMR-peptide fluorescence polarization, 1 h; inhibition, % at 24.9 µM; 300,000 tested, 0.92% active;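 active = mean inhibition of at least 30% with at least half of replicates also reaching 30%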;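 also: 0% = DMSO neutral control and 100% = excess unlabeled competitor peptide PRC23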
cardiac RTF act – cardiac RTF calcium sensitization. P19429+P45379. IANBD-labeled TnC RTF fluorescence at EC20 calcium; 0% EC20 calcium, 100% full calcium. activation, % at 7.2 µM. 340,000 tested, 0.24% active. AID 493008;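 active = activation above the mean over all tested compounds plus 3 SD, cut at about 30% in these data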;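 also: rise in fluorescence read as greater calcium sensitivity of cardiac thin filaments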
Keap1 Nrf2 FP – inhibitors of human Keap1-Nrf2 protein-protein interaction. 340,000 tested, 0.15% active. AID 504523. Keap1 Kelch-Nrf2 peptide fluorescence polarization, 1536-well. inhibition, % at 9.4 µM. Q14145; in the data active = inhibition above about 12%;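 also: human Keap1 Kelch domain with fluorescein labeled Nrf2 9mer peptide probe; 0% = neutral control wells and 100% = peptide positive control; higher means more block of Keap1 binding to Nrf2 peptide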
Target sequence (Q14145 whole entry, looked up, the tested form may be a part): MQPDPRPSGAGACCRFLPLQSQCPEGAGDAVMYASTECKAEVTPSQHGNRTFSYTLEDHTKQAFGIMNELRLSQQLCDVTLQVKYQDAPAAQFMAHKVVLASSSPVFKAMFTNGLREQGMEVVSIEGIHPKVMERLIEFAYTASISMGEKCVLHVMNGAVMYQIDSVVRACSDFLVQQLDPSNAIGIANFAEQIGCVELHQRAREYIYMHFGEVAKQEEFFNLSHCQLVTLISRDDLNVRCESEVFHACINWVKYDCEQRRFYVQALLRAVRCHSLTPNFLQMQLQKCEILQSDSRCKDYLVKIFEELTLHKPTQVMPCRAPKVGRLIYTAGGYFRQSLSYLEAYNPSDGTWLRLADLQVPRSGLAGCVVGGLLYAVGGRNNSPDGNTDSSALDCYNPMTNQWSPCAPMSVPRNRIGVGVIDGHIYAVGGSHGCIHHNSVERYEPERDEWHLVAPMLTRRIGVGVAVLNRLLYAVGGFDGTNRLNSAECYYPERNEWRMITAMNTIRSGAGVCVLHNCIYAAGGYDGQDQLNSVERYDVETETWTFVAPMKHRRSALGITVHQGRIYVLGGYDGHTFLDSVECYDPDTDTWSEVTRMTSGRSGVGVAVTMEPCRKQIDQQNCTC
Cardiac RTF inh – cardiac RTF calcium desensitization; P19429+P45379; IANBD-labeled cardiac RTF, Ca2+ fluorescence; inhibition, % at 7.15 µM; 340,000 tested, 0.12% active; AID 493244;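 active = inhibition above the mean inhibition of all tested compounds plus 3 SD, cut at about 17% in these data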;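 also: assay run at fixed EC70 calcium of 1.6 mM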
MOR-DOR ag – agonists of human mu-delta opioid receptor heterodimerization. 340,000 tested, 0.3% active. activation, % at 9.3 µM. AID 504326. P35372+P41143. cells, OPRM1-OPRD1 heterodimerization, luminescence; in the data active = activation above about 18%;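 also: 0% = vehicle-treated cells and 100% = reference agonist; values of inactives mirror those of a sister screen read the other way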
HTR5A inv ctr – counter-screen for OPRM1-OPRD1 inverse agonists: human HTR5A inverse agonism. P47898. HTR5A cell line, luminescence. inhibition, % at 9.3 µM. 340,000 tested, 0.083% active; in the data active = inhibition mostly above about 23%, no sharp cut-off; inactive = mostly below about 18%;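 also: 0% = cells with DMSO and 100% = no-cell wells with DMSO; some compounds called inactive have numbers as strong as hits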
Target sequence (P47898 whole entry, looked up): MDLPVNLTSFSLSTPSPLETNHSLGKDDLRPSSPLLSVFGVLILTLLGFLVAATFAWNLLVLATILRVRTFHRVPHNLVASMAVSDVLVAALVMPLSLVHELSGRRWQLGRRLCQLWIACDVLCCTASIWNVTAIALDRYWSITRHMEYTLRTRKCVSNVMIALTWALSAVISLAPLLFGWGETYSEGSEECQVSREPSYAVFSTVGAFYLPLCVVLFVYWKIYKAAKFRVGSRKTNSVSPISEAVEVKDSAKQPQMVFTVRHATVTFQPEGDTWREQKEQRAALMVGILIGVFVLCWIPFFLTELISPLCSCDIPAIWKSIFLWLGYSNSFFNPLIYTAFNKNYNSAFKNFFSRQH
C-LANA FP – blocks KSHV LANA C-terminal domain binding to DNA. MBP-C-LANA/FAM-LBS DNA binding, fluorescence polarization. inhibition, % at 9 µM. 340,000 tested, 0.078% active;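 active = highest replicate inhibition at or above 60% at 9 µM, even if other replicates fall short; inactive = all replicates below 60% inhibition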;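 also: 0% = neutral control wells and 100% = 4 µM acridine orange control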
MOR-DOR inv ag – inverse agonists of human mu-delta opioid receptor heterodimerization. P35372+P41143. cell-based MOR-DOR heterodimer luminescence, inverse agonism. inhibition, % at 9.3 µM. 340,000 tested, 0.21% active. AID 504357; in the data active = inhibition above about 22%, passing the limit was not always enough;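 also: 0% = cells with DMSO and 100% = wells without cells with DMSO; values of inactives mirror those of a sister screen read the other way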
HTR5A ag – activates human HTR5A in OPRM1-OPRD1 agonist counter-screen. P47898. HTR5A agonist assay, luminescence, cell-based. activation, % at 9.3 µM. 340,000 tested, 0.61% active. AID 504692; in the data active = activation mostly above about 9.5%, no sharp cut-off; inactive = mostly below about 7.6%;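 also: 0% = cells with vehicle only and 100% = reference agonist; strong numbers were not always called active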
* = called active by the depositor; / = no result given.

SMILES | V-ATPase pHluor | CAL PDZ FP | cardiac RTF act | Keap1 Nrf2 FP | Cardiac RTF inh | MOR-DOR ag | HTR5A inv ctr | C-LANA FP | MOR-DOR inv ag | HTR5A ag
CN(C)C(=O)/C(=C\c1cccc(Oc2ccccc2)c1)NC(=O)c1ccccc1 | 0.1 | / | -0.7 | -3.4 | 3.9 | -2.1 | -8.0 | 0.0 | 11.1 | 3.2
COc1cccc(NC(=O)c2cccc(N3C(=O)C4CCC(C)CC4C3=O)c2)c1 (configuration not stated) | 2.5 | / | -1.4 | -4.1 | -1.8 | 0.1 | 4.5 | 0.8 | -0.8 | -1.7
COc1ccc(S(=O)(=O)N2CCCC(C(=O)N3CCOCC3)C2)cc1C (configuration not stated) | 5.7 | -3.3 | 3.0 | 0.4 | -2.8 | -3.8 | -15.9 | -0.8 | 15.6 | 6.7
CSc1ncccc1C(=O)OCC(=O)c1ccc(Br)s1 | -0.5 | -0.4 | -6.5 | 1.1 | 10.4 | -2.2 | -16.2 | -1.7 | 14.1 | 1.0
O=C(NCCCN1CCCC1=O)C1CCC(CNS(=O)(=O)c2ccc(Cl)cc2)CC1 (configuration not stated) | 7.4 | / | -0.9 | 6.1 | -5.5 | -0.3 | -5.0 | 1.7 | 1.8 | 8.7
O=C1CC(c2ccc(F)cc2)CC2=C1C=Nc1ccccc1N2 (configuration not stated) | -1.3 | -3.1 | 0.4 | -2.6 | -0.1 | 0.1 | -7.5 | -0.8 | -0.6 | 3.0
CN1CCc2c(c3c(n2C)CCN(C)[C@@H]3c2cccnc2)[C@H]1c1cccnc1 | 3.3 | -0.1 | -3.4 | 0.3 | 7.4 | -1.5 | -22.3 | 0.1 | 9.3 | 1.5
COC(=O)C1=C(C)NC(C)=C(C(=O)OC)C1C1CC=CCC1 (configuration not stated) | -0.6 | -2.9 | 0.9 | 2.1 | -4.7 | 1.4 | -2.9 | -1.0 | -5.8 | 1.1
CCOC(=O)c1c(NC(=O)CSc2nc3c(c(=O)n(C)c(=O)n3C)n2C(C)C)sc(C)c1C | -0.6 | -1.6 | 6.8 | -4.5 | -9.3 | -2.6 | 9.8 | -2.0 | 11.8 | 3.6
Nc1ccc2c(c1)Cc1c(F)cccc1-2 | -0.2 | -1.2 | 2.4 | -1.7 | -1.3 | 1.3 | 0.5 | -0.8 | -6.9 | -0.1
Fc1ccc(C2C3=C(Nc4ncnn42)c2ccccc2OC3c2ccncc2)cc1 (configuration not stated) | -5.4 | / | -2.8 | -1.9 | -5.2 | -2.0 | -8.6 | -0.6 | 10.8 | 2.4
O=C1CC2(CCN(C(=O)c3ccccc3Br)CC2)Oc2ccccc21 | 2.4 | -3.6 | -3.3 | -2.6 | -2.6 | -1.8 | -6.5 | -0.3 | 11.4 | 2.4
Cc1cc(C(=O)COC(=O)c2ccc(O)cc2)c(C)n1-c1ccccc1F | -2.5 | -2.9 | 0.9 | 5.0 | -6.5 | 6.7 | -0.5 | 3.4 | -30.9 | 0.2
O=C1C=C(NCCNc2c(F)c(F)c(CO)c(F)c2F)CCC1 | -2.6 | -2.0 | 7.9 | -7.0 | -1.4 | -0.9 | 9.3 | 0.3 | 5.4 | -3.2
Cc1noc(C)c1CN(C(=S)NC(C)C)c1ccccc1 | 1.1 | -3.7 | 8.4 | -4.1 | 1.8 | -0.1 | 9.8 | 1.9 | 0.4 | 4.4
O=[N+]([O-])c1ccc(Cn2cc(-c3cccc(C(F)(F)F)c3)nn2)cc1 | -4.7 | 5.7 | -2.9 | -3.0 | 5.2 | 3.6 | -8.5 | -2.2 | -20.9 | -0.7
Cc1cccc(CS(=O)(=O)c2ncc(CO)n2C)c1 | -0.6 | -4.4 | -2.6 | -0.6 | -13.4 | -2.5 | 6.6 | 0.5 | 14.4 | -1.7
CCOc1cc(C(=O)OC(C)C(=O)Nc2ncc(Cl)cc2Cl)ccc1OCC(=O)N1CCOCC1 (configuration not stated) | 2.3 | -0.6 | -0.1 | 0.5 | -2.5 | -1.1 | -11.4 | 5.5 | 7.5 | 0.4
C=CCN1C(=O)N(c2ccc(Cl)cc2)C(=O)C1CC(=O)Nc1ccc(F)cc1 (configuration not stated) | -0.2 | -5.2 | -2.4 | 0.3 | -1.4 | -1.7 | -4.0 | -1.6 | 8.6 | -4.4
O=C(Nc1ccc(N2CCCC2)cc1)c1cccc(F)c1 | -0.1 | 6.3 | 1.6 | -7.1 | -6.7 | 0.7 | -5.5 | -0.7 | -3.5 | 2.8
c1ccc2c(c1)oc1c(NCCCN3CCOCC3)ncnc12 | -1.5 | -4.0 | -4.2 | -2.6 | -3.3 | -1.6 | -13.3 | -0.2 | 8.7 | 4.7
CCCC(=O)Nc1nn(CCC)c2nc3ccccc3cc12 | -0.8 | -1.7 | 2.2 | -4.6 | -2.7 | -2.5 | 11.9 | -0.1 | 12.9 | -1.3
CC(NC(=O)c1ccc([N+](=O)[O-])o1)C12CC3CC(CC(C3)C1)C2 (configuration not stated) | -0.7 | -2.7 | 5.0 | 0.6 | -5.6 | 12.4 | -28.4 | 1.2 | -69.4 | 11.7
O=C(NCCCNC(=O)c1ccc(Cl)cc1Cl)c1cnccn1 | -1.0 | -4.6 | -4.8 | 0.8 | -9.8 | -1.3 | 15.5 | -0.4 | 6.8 | -2.9
O=C(Nc1nnc(SCc2ccc(F)cc2)s1)C1=COCCO1 | 3.4 | -2.9 | -5.4 | 0.6 | 1.3 | -2.8 | -6.2 | 1.6 | 12.0 | 2.5
Cc1cc(C)c(S(=O)(=O)Cc2ccccc2)c(OC(C)C)n1 | 1.9 | 2.8 | -5.6 | -2.4 | -7.1 | -0.1 | -19.6 | 0.2 | 0.5 | 5.0
Cc1ccc(-c2csc(N=C(N)N)n2)cc1 | -4.1 | 2.2 | -0.7 | -8.0 | 2.0 | -0.2 | 6.4 | 0.6 | 0.9 | 5.3
OCC1CCCN(C2CCN(Cc3nc(Cc4cccc(C(F)(F)F)c4)no3)CC2)C1 (configuration not stated) | 0.5 | -1.9 | -4.4 | -2.1 | 3.2 | -1.3 | 8.9 | -0.7 | 7.5 | -3.1
Cc1cccc(C)c1NC(=O)CN | -0.5 | 1.8 | 0.0 | -2.5 | -9.2 | -2.1 | -12.5 | 1.1 | 11.1 | 3.5
Cc1cccc(C)c1OCc1cc(C(=O)N2CCC[C@H]2C(N)=O)no1 | 1.1 | -4.5 | -0.8 | 0.3 | -1.0 | -2.3 | -10.5 | -0.5 | 11.9 | 4.4
CCOC(=O)N1CCN(C(=O)c2cc3cc(F)ccc3[nH]2)CC1 | 1.2 | 0.9 | -2.1 | -3.0 | 2.9 | -4.6 | 8.1 | -0.4 | 21.7 | -2.3
CN(C)c1cc2c(c(N(C)C)c1)C(=O)c1ccccc1C2=O | 1.7 | -0.7 | 0.6 | -5.0 | -5.4 | -2.6 | 15.6 | 0.3 | 13.7 | -3.4
O=C(CSc1nnc(-c2cccs2)o1)N1CCc2ccccc21 | 0.8 | -1.7 | -4.4 | -2.8 | 0.4 | -0.2 | 0.3 | -0.8 | 1.0 | -3.0
CC(=O)OCC(OC(C)=O)C(OC(C)=O)C(OC(C)=O)C(=O)Nc1ccc(C)cc1C (configuration not stated) | -0.4 | -8.1 | -3.2 | -6.1 | -3.2 | -0.5 | 5.5 | -0.3 | 2.3 | -4.8
O=C(Nc1ccc(Cl)cc1)Nc1ccon1 | -1.0 | -3.6 | -5.5 | 4.6 | -8.1 | 3.4 | -11.0 | 0.3 | -23.2 | 0.3
COc1ccccc1C(=O)NCCC(=O)N1CCN(C(C)=O)CC1 | -1.6 | 3.3 | -3.3 | 0.4 | -3.6 | -1.7 | 6.2 | -2.4 | 8.8 | -2.3
CC(C)(C)c1cc(C(=O)N/N=C/c2ccc(O)cc2)n(-c2ccccc2)n1 | -6.8 | -1.9 | -21.0 | -4.1 | -4.5 | -1.3 | 30.4 | -4.0 | 6.6 | -2.8
Cc1ccc(-c2csc(NC(=O)CN3CCOCC3)n2)cc1C | 10.1 | -2.0 | -0.4 | -2.8 | -2.6 | -2.0 | 7.5 | -0.1 | 9.4 | -2.0
O=C(c1cccs1)N1CCN(C(=O)c2cn(-c3ccccc3)nc2-c2ccccc2)CC1 | 2.4 | / | -1.7 | 1.8 | -3.6 | -0.7 | -2.0 | 2.1 | 3.6 | 0.6
O=C(Nc1ccccn1)c1ccc(Cl)c(S(=O)(=O)N2CCOCC2)c1 | -3.2 | -0.8 | -1.1 | 0.7 | -2.9 | -1.2 | 0.1 | 0.0 | 6.2 | -0.9
COc1ccc(OC)c(N2C(=O)CC(Cc3ccc(C)cc3)C2=O)c1 (configuration not stated) | -2.8 | -4.2 | -11.0 | -1.9 | -4.7 | -1.6 | 33.4 | -0.1 | 9.1 | -0.5
CCN(CC)S(=O)(=O)c1ccc(C(=O)N(c2ccc(C)cc2)C2C=CS(=O)(=O)C2)cc1 (configuration not stated) | -0.6 | -0.1 | -5.0 | -5.1 | 0.0 | 1.1 | -4.3 | -2.7 | -5.9 | 1.4
Cc1cccn2c(=O)c3cc(C(=O)NCc4cccnc4)c(=N)n(CC4CCCO4)c3nc12 (configuration not stated) | 1.4 | -1.7 | 3.4 | -5.5 | -8.8 | 0.9 | -8.1 | -3.4 | -7.4 | 2.7
Cc1ccc(CN2C(=O)S/C(=C\c3ccccc3OCC(=O)O)C2=O)cc1 | 3.8 | / | 6.4 | 0.1 | -4.7 | -1.8 | -7.7 | -1.0 | 9.2 | 1.8
O=C(C1CCN(S(=O)(=O)c2cccnc2)CC1)N1CCCCC1 | 0.5 | -3.2 | -0.9 | -0.4 | 1.3 | -2.1 | 17.3 | 1.5 | 12.1 | 3.8
COc1ccc(C(=O)OCC(=O)N2CCN(C(=O)c3ccco3)CC2)cc1OC | 2.7 | -4.0 | 3.1 | -2.5 | 3.2 | -2.9 | -3.5 | 0.4 | 14.8 | 0.9
C=CCc1cccc(C=Nc2cccn3cc(-c4ccccc4)nc23)c1O | -0.3 | -2.9 | -3.3 | 1.7 | -18.1 | -0.5 | 2.2 | 2.2 | 2.6 | -0.8
CCN1C(=O)C(CC(=O)Nc2ccc(OC)cc2)N(CCc2ccc(OC)cc2)C1=S (configuration not stated) | 0.3 | 3.9 | 5.2 | 0.6 | -0.7 | 1.5 | -16.1 | -0.8 | -7.8 | 5.8
O=C(CCCOc1ccc(Cl)cc1Cl)N1CCN(c2ccccn2)CC1 | -3.8 | / | -1.6 | -0.5 | 1.8 | 1.1 | -3.7 | 0.9 | -6.3 | -0.5
C[N+]1(C)CCCC(OC(=O)C(O)(c2ccccc2)c2ccccc2)C1 (configuration not stated) | 2.3 | -0.5 | 1.6 | -3.5 | -9.2 | 0.0 | 1.8 | -0.7 | 0.1 | -0.5
Fc1ccc(C2=NOC(c3nnc(-c4ccccc4)o3)C2)cc1 (configuration not stated) | -0.1 | 1.3 | -5.0 | 0.1 | -13.5 | -1.2 | -3.0 | -0.2 | 6.7 | 1.2
COc1ccc(CNC(=O)C2CCCN(S(=O)(=O)c3cnc[nH]3)C2)cc1 (configuration not stated) | -1.4 | -2.0 | 9.2 | 3.5 | -2.0 | 0.4 | 2.1 | 4.8 | -2.2 | -0.7

Compound activity as filed in PubChem.
